GLS inh: blocks human kidney-isoform glutaminase activity; O94925; GLS enzymatic activity, qHTS titration; Potency, µM (series often up to 45.5 µM), inactives show top-dose activity change, negative = inhibition, usual class: inhibitors; 410,000 compounds, 0.21% hits; also: potency is read from the fitted curve at half-maximal effect; % is scaled to controls: 0 for no effect and ±100 for the full control effect
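Compounds were pin-transferred onto hKGA, after which L-glutamine (1 mM solution) and a detection mix of glutamate oxidase, HRP and Amplex Red were added. Initial and 30 min RT fluorescence reads were collected.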
G9a block: inhibitors of human histone lysine methyltransferase G9a. Q96KQ7. G9a H3K9 monomethylation, AlphaScreen, 2 h. Potency, µM (highest dose often 102 µM), without a hit: top-dose activity, negative = inhibition, most hits filed as inhibitors. 350,000 compounds, 8.8% hits. AID 504332; also: potency is read from the fitted curve at half-maximal effect; % is scaled to controls: 0 for no effect and ±100 for the full control effect; nearly all actives have a fitted effect of over 75% in size
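Readings reflect AlphaScreen signal from monomethyl-H3K9 antibody detection. HMT at 20 nM; substrate b-H3K9 500 nM; cofactor SAM 20 uM; 2 h RT reaction; compounds tested as titrations in qHTS with 15 min preincubation.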
ERG Ets-DNA blk: ERG Ets/DNA interaction inhibition; fluorescence polarization, His-ERG Ets domain / labelled DNA; 370,000 compounds, 0.028% hits; P11308; Potency, µM (titrated, usually from 76.9 µM), without a hit: at the top dose FP activity, negative = inhibition, usual class: inhibitors; active = well fitted inhibition curve with a large enough effect in the polarisation, with a control signal flat; inconclusive = small, poorly fitted or top-dose-only effect, or effect the other way, or a change in a side signal; inactive = no such curve, though single readings can be large or run the other way; the % refers to the polarisation;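 also: polarization taken with two DNA probes labelled with fluorescein and Texas red; potency is read from the fitted curve at half-maximal effect; % of control where 0% means no effect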
Target sequence (P11308 whole entry, looked up, the tested form may be a part): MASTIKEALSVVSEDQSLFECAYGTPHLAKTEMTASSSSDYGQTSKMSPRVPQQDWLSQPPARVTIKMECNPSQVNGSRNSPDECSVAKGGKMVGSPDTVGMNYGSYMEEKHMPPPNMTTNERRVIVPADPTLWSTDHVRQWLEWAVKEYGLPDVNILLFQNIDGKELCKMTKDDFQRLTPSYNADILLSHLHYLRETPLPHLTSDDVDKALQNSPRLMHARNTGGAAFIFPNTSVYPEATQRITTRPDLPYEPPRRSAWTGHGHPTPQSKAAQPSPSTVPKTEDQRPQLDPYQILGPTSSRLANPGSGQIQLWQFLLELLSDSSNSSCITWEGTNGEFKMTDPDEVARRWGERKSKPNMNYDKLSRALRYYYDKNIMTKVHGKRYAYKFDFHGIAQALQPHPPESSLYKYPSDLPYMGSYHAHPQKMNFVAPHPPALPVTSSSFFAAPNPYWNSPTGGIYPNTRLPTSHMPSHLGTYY
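His-tagged ERG Ets domain (1 uM in the protein solution; 300mM KCl, 50mM Tris-HCl, 1mM EDTA, 1mM DTT, pH 7.5) received compound, then a probe mix of 5 nM fluorescein-DNA and 100nM Texas-615-DNA. Fluorescence polarization was read for both dyes.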
ALOX12 inh: blocks human arachidonate 12S-lipoxygenase; AID 1671190; P18054; Potency, µM (top dose mostly 108 µM), without a hit: at the top dose activity change, negative = inhibition, hits mostly inhibitors; 580,000 compounds, 1.1% hits; purified 12hLO, xylenol orange hydroperoxide absorbance; also: potency is read from the fitted curve at half-maximal effect; % is scaled to controls: 0 for no effect and ±100 for the full control effect
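Purified human 12hLO at 150 nM in 25 mM Hepes, 0.01% Triton X-100, pH 7.0, preincubated 15 min at room temperature with compound. Reaction started with 40 uM arachidonic acid, 30 min at room temperature. Hydroperoxide measured by Fe-xylenol orange, 573/405 nm absorbance ratio.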
RGS4 inhibitor: blocks human RGS4-accelerated GTP hydrolysis; 390,000 compounds, 0.039% hits; Potency, µM (doses to about 114 µM), without a hit: at the highest dose activity change, negative = inhibition, usual class: inhibitors; Transcreener GDP fluorescence polarization, RGS4-accelerated GTP hydrolysis; AID 504845; P49798; also: potency is read from the fitted curve at half-maximal effect; % is scaled to controls: 0 for no effect and ±100 for the full control effect; nearly all actives have a fitted effect of over 75% in size; some results filed as inactive show a strong effect at the top dose
Target sequence (P49798 whole entry, looked up): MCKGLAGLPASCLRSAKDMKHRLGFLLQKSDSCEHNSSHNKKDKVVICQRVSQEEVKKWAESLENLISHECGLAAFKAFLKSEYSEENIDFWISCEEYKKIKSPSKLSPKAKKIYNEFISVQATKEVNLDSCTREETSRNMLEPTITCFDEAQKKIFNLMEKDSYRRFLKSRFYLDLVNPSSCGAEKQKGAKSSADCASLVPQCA
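MLSMR compounds (23 nl, pin-transferred) preincubated 10 min at room temperature with a 500nM (2x) first reagent, then RGS4 at 900nM (2x) plus Transcreener GDP mix added; fluorescence polarization (620/688 nm) read before and after 90 min at 30 °C.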
BAZ2B block: BAZ2B (human) inhibition; AID 504333; AlphaScreen BAZ2B-H3K14Ac peptide displacement; 360,000 compounds, 4.4% hits; Potency, µM (titrated, usually from 114 µM), inactives show at the top dose activity change, negative = inhibition, hits mostly inhibitors; Q9UIF8; also: potency is read from the fitted curve at half-maximal effect; % is scaled to controls: 0 for no effect and ±100 for the full control effect; nearly all actives have a fitted effect of over 60% in size
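Protein-peptide AlphaScreen: BAZ2B 50 nM, b-H3K14Ac 50 nM, 1x PBS pH 7.4 + 0.01% Tween-20. Preincubation 30 min RT; cpd 30 min RT (top 110 uM); beads 20 min RT, light-protected.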
HP1b chromo inh: HP1-beta chromodomain-methylated histone interaction inhibition | AID 540317 | AlphaScreen HP1-beta / biotin-H3K9me3 peptide binding | Potency, µM (doses to about 114 µM), without a hit: at the top dose activity change, negative = inhibition, usual class: inhibitors | P83916 | 390,000 compounds, 0.56% hits; also: potency is read from the fitted curve at half-maximal effect; nearly all actives have a fitted effect of over 70% in size; inactives centre near 23
Target sequence (P83916 whole entry, looked up): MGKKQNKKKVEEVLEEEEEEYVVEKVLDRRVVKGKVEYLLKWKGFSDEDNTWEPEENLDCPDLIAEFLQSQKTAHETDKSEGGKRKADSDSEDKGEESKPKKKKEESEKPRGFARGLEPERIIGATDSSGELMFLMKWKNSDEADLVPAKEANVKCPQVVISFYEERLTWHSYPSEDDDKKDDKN
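AlphaScreen: HP1-beta (50 nM) preformed 30 min with biotin-H3(1-18)K9me3 peptide (50 nM) in PBS pH 7.4, 0.01% Tween-20. Compound added for 30 min at RT, then streptavidin donor/nickel chelate acceptor beads (10 ug/mL) for 30 min.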
JMJD2A Tudor inh: inhibitors of human JMJD2A Tudor domain; O75164; AlphaScreen JMJD2A-Tudor / H3K4me3 peptide binding; Potency, µM (highest dose often 114 µM), for the others: at the highest dose activity change, negative = inhibition, actives largely listed as inhibitors; 390,000 compounds, 4.4% hits; AID 504339; also: potency is read from the fitted curve at half-maximal effect; % is scaled to controls: 0 for no effect and ±100 for the full control effect; nearly all actives have a fitted effect of over 50% in size
PI4K2A inh: PI4K2A (human) kinase inhibition | purified PI4K2A, ADP-Glo luminescence, 1 h; hits give low values | 420,000 compounds, 0.13% hits | Q9BTU6 | activity change, negative = inhibition, % at 76.9 µM; in the data active = activity change below about -50%; inconclusive = mostly about -30% to -49%;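 also: -100% = wells without enzyme as full effect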
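Compounds are screened against recombinant PI4K2A using PI as substrate and ATP, the latter dispensed at 300 microM. Reactions run one hour at ambient temperature before ADP-Glo detection; full inhibition defined by wells lacking enzyme.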
* marks the source's active call; other numbers are inactive results; ? = inconclusive; nt = not tested or not shown; & = joins results of further samples; [ ] = dose if it differs, or a comment. Unless noted, calls follow the shape of the dose curve; as a rule, active = well fitted curve in the direction sought with a large enough effect; inconclusive = small, poorly fitted or top-dose-only effect, or another doubt; inactive = no such curve, though single readings can be large; an effect the other way counts as inactive or inconclusive. This is a subset; the hit share may differ from the screen's.

SMILES	GLS inh	G9a block	ERG Ets-DNA blk	ALOX12 inh	RGS4 inhibitor	BAZ2B block	HP1b chromo inh	JMJD2A Tudor inh	PI4K2A inh
COCCSc1nnc(NC(=O)C2CCCO2)s1 (stereo not drawn)	14%	-6%	nt	-6%	4%	12%	24%	-6%	2
O=C(c1ccc([N+](=O)[O-])cc1)N1CCN(C(=O)c2cccnc2)CC1	-5%	nt	-12%	0%	-17%	0%	52%[activator]	1%	0
S=c1nc(-c2ccccc2)[nH]c2ccc(Br)cc12	1%	23%	3%	0%	8%	-15%	30%	-16%	-2
CC1(C)Cc2c(sc(NC(=O)c3ccccc3)c2C(=O)O)CO1	-8%	45µM*	2%	-24%	?	-35%	-17%	-4%	-14
CC(C)OCC(O)CN1CCC(Cc2ccccc2)CC1 (stereo not drawn)	-2%	-3%	-1%	5%	2%	-19%	55%[activator]	16%	-7
O=C(Nc1nnc(Cc2ccc(Cl)cc2)s1)c1ccco1	4%	12%[2.33 µM]	nt	-8%	15%	-1%	29%	-20%	-2
CCN1C(=O)c2cccc3c(S(=O)(=O)N(C(=O)c4ccncc4)c4ccc(OC)cc4)ccc1c23	7%	16%[59 µM]	-8%	8%	41%	8%	49%[activator]	-6%	6
CCOC(=O)C1=CN(Cc2cccc(F)c2)S(=O)(=O)N(CC)C1c1ccccc1 (stereo not drawn)	-1%	nt	2%	-12%	-1%	nt	45%[activator]	-9%	1
Cc1ccccc1S(=O)(=O)N1CCN(C)CC1	1%	10%	-17%	0%	5%	9%	8%	-12%	1
Cc1occc1C(=O)Nc1c(Cl)cccc1Cl	-2%	?	2%	54%[activator]	0%	-26%	33%	-10%	0
COc1cc2c(cc1OC)C(=O)N1[C@H]3c4cc(Cl)ccc4OC[C@@H]3[C@H](c3ccccc3)[C@]1(C)C(=O)N2	5%	19%[2.33 µM]	7%	-28%	13%	-5%	15%	-36%	-3
CCCn1c2ccccc2c2cnn(CC(=O)NCCCN3CCCCC3CC)c(=O)c21 (stereo not drawn)	-21%&-12%	22%	6%&5%	-12%&-21%	-18%[56.9 µM]	?	57%&0%[activator]	-16%&-9%	-4&1
O=C(NCc1ccc(N2CCCC2=O)cc1)NC1CCCCC1	7%	-4%[12.7 µM]	3%	-38%	2%	5%	12%	-14%	-2
O=C(OCc1ccc([N+](=O)[O-])cc1)c1ccc2ccccc2n1	11%	?	-1%	-1%	-35%	-9%	0%	-2%	-3
O=C(Nc1ccc(S(=O)(=O)N2CCC(c3nc4ccccc4s3)CC2)cc1)c1ccccc1	?	?	-2%	0%	1%	-3%	40%[activator]	-9%	1
CC(C)(C)c1ccc(OCCSc2nc3ccccc3n2CC(=O)O)cc1	4%	1%	3%	0%	10%	2%	34%	-16%	-1
COc1ccc(NC(=O)CSCC(=O)N(C)CC(=O)Nc2cccc3ccccc23)cc1	-10%	?	6%	?	2%	1%	22%	-7%	-2
O=C(COc1ccccc1-c1ccccc1)NN=C1CCCC1	-3%	0%	5%	11%	-24%	-19%	36%	-10%	-1
Cc1ccc(C)c(NC(=O)NNC(=O)c2cc3ccccc3cc2O)c1	2%	51%[activator]	0%	-16%	-37%	-17%	43%[activator]	10%	-1
CCn1nnc(NC(=O)c2sc3ccccc3c2Cl)n1	9%	?	-2%	44%[activator]	20%	-29%	8%	?	-12
C/C(=N\NC(=O)COc1cccc(C)c1)c1ccc2ccccc2c1O	3%	37%	10%	4%	4%	-1%	89%[activator]	-24%	-7
COc1ccccc1-c1nc(SCC(=O)c2ccc(Cl)cc2)n[nH]1	9%	0%[59 µM]	0%	-25%	-4%	-9%	15%	-15%	5
CCc1cc(C(=O)Nc2nnc(C3CC3)s2)sc1C	-1%	5%[12.7 µM]	-7%	-5%	-23%	2%	47%[activator]	-9%	-4
Nn1c(SCC(=O)NC2CCS(=O)(=O)C2)nc2scc(-c3ccccc3)c2c1=O (stereo not drawn)	-11%	16%[2.33 µM]	5%	4%	25%	-9%	26%	-16%	-4
CCn1c(CNC(=O)C23CC4CC(CC(C4)C2)C3)nnc1SCC(=O)Nc1nnc(C)s1	-1%	7%	7%	6%	-14%	-2%	38%	-20%	-3

In the list so far, 2 have a COOH group:
SMILES	GLS inh	G9a block	ERG Ets-DNA blk	ALOX12 inh	RGS4 inhibitor	BAZ2B block	HP1b chromo inh	JMJD2A Tudor inh	PI4K2A inh
CC1(C)Cc2c(sc(NC(=O)c3ccccc3)c2C(=O)O)CO1	-8%	45µM*	2%	-24%	?	-35%	-17%	-4%	-14
CC(C)(C)c1ccc(OCCSc2nc3ccccc3n2CC(=O)O)cc1	4%	1%	3%	0%	10%	2%	34%	-16%	-1

(listing goes on)
SMILES	GLS inh	G9a block	ERG Ets-DNA blk	ALOX12 inh	RGS4 inhibitor	BAZ2B block	HP1b chromo inh	JMJD2A Tudor inh	PI4K2A inh
Cc1ccccc1CSCCNC(=O)Nc1ccccc1	-5%	-2%	11%	-14%	-32%	?	75%[activator]	-5%	-4
COc1ccccc1NC(=O)c1c(Br)cnn1C	2%	7%	-6%	10%	2%	0%	54%[activator]	-1%	1
COc1ccc(Cl)cc1NC(=O)c1[nH]nc(OC)c1[N+](=O)[O-]	3%	-21%	-4%	-2%	17%	-2%	31%	-17%	-11
O=C(Nc1cccc(C(=O)N2CCCc3ccccc32)c1)c1ccccc1	7%	-3%[0.501 µM]	5%	0%	-9%	0%	9%	-33%	2
NNC(=O)c1oc2nc(-c3ccco3)cc(-c3ccco3)c2c1N	?	-41%	2%	136%[activator]	-40%	-37%	13%	-22%	-57*
OCCC1CN(Cc2cccn2-c2cccnc2)CCN1CCc1ccccc1 (stereo not drawn)	9%	-42%	-4%	-15%	9%	-27%	15%	-5%	0
Cc1ccc(C(=O)NC(=S)Nc2ccccc2C(F)(F)F)cc1C	9%	35%[0.501 µM]	0%	?	6%	?	?	-34%	-17
COc1ccc(C2=NN(C(=O)CSc3nnc(C)n3C)C(c3ccco3)C2)cc1 (stereo not drawn)	-7%	50µM*	-2%	-15%	-14%[56.9 µM]	-5%	25%	-21%	2
O=C(NCCCO)C(=O)NCC(c1ccc2c(c1)OCO2)N1CCN(c2ccc(F)cc2)CC1 (stereo not drawn)	6%	15%	-6%	0%	13%	3%[57.1 µM]	24%	-13%	-2
COc1ccc(NC(=O)CSc2cn[nH]n2)c(OC)c1	4%	7%[59 µM]	7%	24%&19%	17%	-2%	27%	-13%	-3
Cc1ccc(Nc2nnc(SCC(=O)NC3CCCc4ccccc43)s2)cc1 (stereo not drawn)	1%	79µM*	2%	2%	4%	11%	13%	-14%	-3
CCn1c(SCc2nc(N)nc(N3CCCCC3)n2)nc2c1c(=O)n(C)c(=O)n2C	1%	0%[59 µM]	-2%	7%	7%	6%	9%	-1%	2
Cc1cc(NC(=O)COc2ccccc2C)ccc1NC(=O)c1cccs1	-2%	79µM*	-4%	10%	-5%	7%	9%	-10%	2
Cc1ccccc1NC(=O)CSc1ccc(-c2ccco2)nn1	7%	-19%[59 µM]	nt	2%	-12%	-34%	11%	-26%	-4
CS(=O)(=O)N1CCN(c2ccc(NC(=O)c3ccc([N+](=O)[O-])o3)cc2)CC1	2%	?	25%	-13%	-9%[56.9 µM]	0%	65%[activator]	0%	-2
CCOC(=O)c1c(C)[nH]c(C(=O)OCC(=O)NCc2ccc(OC)c(OC)c2)c1C	8%	14%[59 µM]	25%	-16%	-38%	0%	17%	-7%	-5
[N-]=C=C1C(=S)NC(=O)[C@H]([n+]2ccccc2)[C@H]1c1ccc(Cl)cc1	1%	nt	-21%	10µM*	?	?	0%	-33%	4
COc1ccc(C/C(C)=N/Nc2nc(C)cc(=O)[nH]2)cc1	-1%	40µM*	4%	0%	10%	-2%	31%	-15%	-4
CSC(=S)NN=C(C)c1cccc(C)n1	2%	nt	-12%	-11%	?	nt	-25%	5µM*	10
O=C(N/N=C/c1ccncc1)c1nc(-c2ccccc2)n2c1CCCCC2	4%	4%	-8%	-11%	9%	-29%[57.1 µM]	29%	-35%	-2
Cn1c(CNc2ccc(Cl)cc2)nnc1SCC#N	16%	4%	-5%	-14%	16%	0%	26%	-11%	1
CCc1ccc(C2CC(c3ccc(C)cc3)n3nc(N)nc3N2)cc1 (stereo not drawn)	20%	nt	14%	-18%	?	nt	-16%	?	1
O=C1Nc2ccccc2N(O)N1c1ccc(S(=O)(=O)N2CCOCC2)cc1	6%	11%[59 µM]	-4%	-30%	?	8%	41%[activator]	-20%[57.1 µM]	-1
CCOC(=O)CC(NC(=O)c1ccco1)c1ccccc1Cl (stereo not drawn)	5%	23%[2.33 µM]	-6%	0%	7%	11%	23%	-3%	-3
Cc1c(NS(=O)(=O)c2ccc(NCCN3CCOCC3)c([N+](=O)[O-])c2)c(=O)n(-c2ccccc2)n1C	-2%	8%	-2%	-3%	-11%	15%	34%[activator]	9%	8
Nc1nc(NCC2CCCO2)nc(Nc2ccccc2)c1[N+](=O)[O-] (stereo not drawn)	6%	-10%[59 µM]	-2%	-5%	-12%	1%	11%	-11%	5
Cc1cc(=O)oc(C)c1C(=O)Nc1ccc2nsnc2c1	1%	14%[12.7 µM]	0%	41%[activator]	12%	-3%	45%[activator]	1%	-6
CC(=O)c1ccc(S(=O)(=O)NC2CC(=O)N(c3ccc(Cl)cc3)C2)cc1 (stereo not drawn)	0%	?	-7%	-14%	-11%	-13%	21%	-9%	-2

Screens (PubChem BioAssay)
